Bioassay records (PubChem BioAssay)
aSyn yeast inh = alpha-synuclein toxicity inhibition in yeast; Yeast expressing alpha-synuclein, growth rescue, BacTiter-Glo, 24 h; Potency, µM (series often up to 46.1 µM), for the others: at the highest dose growth rescue (activation), hits mostly activators; AID 652106; 0.14% of 370,000 active; also: potency is read from the fitted curve at half-maximal effect; % of control where 0% means no effect; nearly all actives have a fitted effect of over 65% in size
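Galactose-induced alpha-syn yeast (OD600=0.02, raffinose-pregrown) + pinned cpd, 24 hr, 30 deg C; growth by BacTiter-Glo luminescence. Growth restoration scores as activation.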
WRN inhibitor = WRN helicase (human) inhibition | Q14191 | WRN helicase unwinding, fluorescent forked duplex, kinetic | Potency, µM (highest dose often 114 µM), without a hit: top-dose activity change, negative = inhibition, most hits filed as inhibitors | 0.46% of 360,000 active; also: potency is read from the fitted curve at half-maximal effect; % is scaled to controls: 0 for no effect and ±100 for the full control effect; nearly all actives have a fitted effect of over 55% in size
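Screening of the MLSMR collection measured strand separation of a quenched forked DNA duplex (100 nM) by 20 nM WRN with 2 mM ATP, all final. Compounds were preincubated with enzyme 15 min at room temperature.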
FUS suppressor = rescues growth of FUS-expressing yeast; S. cerevisiae FUS-expressing, growth rescue, OD600, 24 h; Potency, µM (series often up to 76.6 µM), for the others: top-dose growth rescue (activation), hits mostly activators; 0.24% of 390,000 active; AID 1347120;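 also: potency is read from the fitted curve at half-maximal effect; plate controls were DMSO vehicle for no effect and reference control for full effect; nearly all actives have a fitted effect of over 55% in size; some results filed as inactive show a strong effect at the top dose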
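Toxicity suppression screen in FUS-yeast. Cells induced with 2% galactose, starting OD 0.005, treated 24hr at 30C with compounds at multiple final concentrations; growth by OD600.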
Abeta rescue = restores growth of yeast expressing A-beta42 peptide; yeast expressing A-beta42, growth rescue, OD600, 48 h; response scale: 0% DMSO, 100% iron-clioquinol control; Potency, µM (doses to about 46.1 µM), for the others: at the highest dose growth rescue, hits mostly activators; 0.063% of 410,000 active; AID 1347071; also: potency is read from the fitted curve at half-maximal effect; nearly all actives have a fitted effect of over 55% in size
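Yeast growth medium received pinned compounds, then yeast cells expressing toxic A-beta were added; plates incubated at 30 C for 48 hr. Growth read as absorbance at 600 nm, normalized to DMSO and equimolar FeCl3 plus clioquinol controls.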
IL2 activator = activates IL-2 in a cell-based reporter assay; IL-2 activation reporter assay, cell-based qHTS; stimulated with anti-CD3/CD4/CD28 beads; in transgenic mouse T cells; AID 652025; 0.065% of 360,000 active; activation, % (series mostly up to about 46 µM); in the data active = activation above about 50%; inconclusive = mostly about 30% to 49%; also: 0% is about no effect
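Quantitative HTS in unstimulated transgenic mouse T cells, with memory T cells as non-tolerant control and PMA/ionomycin as tolerance-bypass control. Compound pretreatment lasted 60 minutes before 18 h bead stimulation; EGFP/DsRed fluorescence read.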
PLK1 PBD block = blocks phosphopeptide binding to human PLK1 polo-box domain; Plk1 PBD binding of FITC phosphopeptide, fluorescence polarization; Potency, µM, for the others: max response, negative = inhibition, most hits filed as inhibitors; 2.8% of 360,000 active; also: potency is read from the fitted curve at half-maximal effect; series mostly up to about 57 µM; % is scaled to controls: 0 for no effect and ±100 for the full control effect; nearly all actives have a fitted effect of over 65% in size
EPAC1 antag = EPAC1 (human) antagonism. O95398. EPAC1 GEF assay, Rap1b-BODIPY-GDP exchange fluorescence. Potency, µM (series often up to 115 µM), without a hit: top-dose activity change, negative = inhibition, usual class: inhibitors. 0.14% of 360,000 active. AID 720709;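 also: potency is read from the fitted curve at half-maximal effect; plate controls were vehicle for no effect and positive control for full effect; nearly all actives have a fitted effect of over 50% in size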
PI5P4Ka inh = PI5P4K alpha (human) kinase inhibition. P48426. PI5P4Kalpha enzyme, ADP-Glo luminescence, 60 min; stronger effect = lower value. max response, %. 1.2% of 330,000 active. AID 652105; active = max response of -50% or lower; inconclusive = between -30% and -50%; inactive = -30% or higher; also: value at the top dose of about 77 µM; % is scaled to controls: 0 for no effect and ±100 for the full control effect
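Reactions run in 0.038 M HEPES pH 7.4, 0.28 mM EGTA, 0.1% CHAPS and 5% DMSO, with PI5P4Kalpha, substrate, compound and 5 microM ATP final, one hour at room temperature. Readout is ADP-Glo luminescence.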
EPAC1 agonist = EPAC1 (human) agonism; Potency, µM (series often up to 154 µM), without a hit: at the top dose activation, usual class: activators; AID 720707; 0.073% of 360,000 active; O95398; EPAC1 agonist qHTS, biochemical assay; response scale: 100% = response to 6.5 mM cAMP; also: potency is read from the fitted curve at half-maximal effect; nearly all actives have a fitted effect of over 60% in size
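Compounds were pinned as a concentration titration into mixtures of EPAC1 (100 nM), BODIPY-GDP-loaded Rap1B (250 nM) and GDP (50 uM). After 5 min at room temperature, fluorescence was followed for 30 min; activity was scaled to 6.5 mM cAMP.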
Numbers without * were called inactive; ? = inconclusive; nt = no result given; [ ] = remark or other dose. Unless noted, calls follow the shape of the dose curve; as a rule, active = well fitted curve in the direction sought with a large enough effect; inconclusive = small, poorly fitted or top-dose-only effect, or another doubt; inactive = no such curve, though single readings can be large; an effect the other way counts as inactive or inconclusive.

SMILES	aSyn yeast inh	WRN inhibitor	FUS suppressor	Abeta rescue	IL2 activator	PLK1 PBD block	EPAC1 antag	PI5P4Ka inh	EPAC1 agonist
O=C(O)CC12C[C@H]3C[C@@H](C1)CC(n1ncc(N4CCN(c5ccccc5)CC4)c(Cl)c1=O)(C3)C2	0%	-21%	?	-9%	0.3	-6%	14%	1	6%
CC(C)(C)c1cnnn1-c1ccc(NC(=O)c2ccc(Br)o2)cc1	16%	-5%	?	1%	-0.5	-9%	-4%	nt	4%
Cc1cccc([N+](=O)[O-])c1NC(=O)COC(=O)c1nc2nccc(C)n2n1	0%	1%	31%	7%	-0.3	2%	-15%	0	8%
CN(CC(=O)NCc1ccco1)CC(=O)Nc1cc(S(C)(=O)=O)ccc1Cl	-6%	5%	-4%	-4%	-0.7	4%	-3%	-4	2%
O=S(=O)(/N=C/c1ccccc1O)c1cccs1	-14%	-2%	-15%	11%	-0.5	-16%	8%	nt	-1%
O=C1C=CN2CCOCC2C1 (stereo unspecified)	1%	-5%	-21%	5%	0.9	-13%	0%	-5	2%
Cc1cc(C)cc(NC(=O)Nc2ccc(N3CCCCC3)cc2)c1	1%	4%	18%	-9%	-0.1	2%	6%	-3	0%
CC(Sc1nnnn1C1CC1)C(=O)Nc1cccc(S(=O)(=O)N2CCOCC2)c1 (stereo unspecified)	-8%	-5%	0%	8%	-0.8	5%	10%	-4	4%
Nc1nc2c(ncn2[C@@H]2O[C@H](CNCc3ccc(OCCCN4CCOCC4)cc3)[C@@H](O)[C@H]2O)c(=O)[nH]1	-8%	-10%	4%	0%	1.3	-2%	-5%	2	2%
O=C(NCC1CCCO1)c1ccc(COc2ccc(F)cc2)o1 (stereo unspecified)	3%	-2%	-9%	14%	-1.3	-2%	7%	nt	-1%
Cc1ccccc1C(=O)NC(=S)NCC1CCCO1 (stereo unspecified)	-15%	-12%[57.1 µM]	-33%	20%	-0.5	-1%	11%	-5	-4%
NS(=O)(=O)c1ccc(CCNC(=O)CCNC(=O)c2ccco2)cc1	-9%	0%	2%	0%	-1.1	4%	-2%	2	-1%
CC(C)N(C(=O)NC(=O)Nc1ccccn1)S(C)(=O)=O	-1%	8%	15%	-5%	0.4	-1%	3%	1	-4%
COC(=O)c1ccc(N2CCOCC2)c(NC(=O)Nc2cccc(OC)c2)c1	2%	-4%	0%	-3%	0.8	?	2%	-3	-9%
Cc1ccc(C(=O)CC(SCC(=O)O)c2ccc([N+](=O)[O-])cc2)cc1 (stereo unspecified)	6%	-12%	-20%	-6%	-2.1	-3%	1%	4	-1%
Cc1cc(Cl)ccc1OCC(=O)N1CCCN(C(=O)COc2ccc(Cl)cc2C)CC1	?	5%	nt	0%	-0.8	-6%	-5%	-4	12%
CCOC(=O)N1CCN(C(=O)c2cc3ccccc3o2)CC1	-6%	-35%	6%	-9%	2.4	-16%	3%	-7	5%
C=CCn1c(SCC(=O)NCc2ccc3c(c2)OCO3)nnc1C1COc2ccccc2O1 (stereo unspecified)	-6%	7%	?	17%	1.9	2%	7%	nt	-11%
Cn1c(=NC(=O)CS(=O)(=O)c2ccccc2)sc2cc(F)ccc21	-5%	12%	-14%	-6%	0.0	-16%	-10%	-13	12%
Cc1ccc(NC(=O)C2CCN(S(=O)(=O)c3ccc4c(c3)C(C)(C)C(=O)N4C)CC2)c(C)c1	-3%	2%	-5%	-11%	-4.0	-16%	-20%	1	-4%
CC(C)C(=O)Nc1ccc(Nc2ccccc2)cc1	0%	-10%	7%	12%	0.0	-5%	-28%	11	3%
COc1ccc(C(=O)CN2C(=O)COc3ccccc32)cc1	-1%	-2%	12%	20%	-0.9	-5%	-7%	0	-7%
CCOc1ccccc1C(=O)OCC(=O)NCCc1ccc(OC)cc1	7%	-14%	nt	-9%	-3.6	-3%	8%	8	4%
Cc1ccc(NS(=O)(=O)Cc2ccccc2)nc1	0%	3%	-13%	2%	-1.1	-8%	6%	-7	3%
CC1(C)C2CC[C@]3(C)C(CC=C4[C@@H]5C[C@@](C)(CO)CC[C@]5(C(=O)O)CC[C@]43C)[C@@]2(C)CC[C@@H]1O (stereo partly specified)	4%	-2%	-20%	-20%	-0.3	-6%	-19%	-6	-20%
New compounds follow.
SMILES	aSyn yeast inh	WRN inhibitor	FUS suppressor	Abeta rescue	IL2 activator	PLK1 PBD block	EPAC1 antag	PI5P4Ka inh	EPAC1 agonist
Cc1cccc(-c2nnc(-c3ccc4ccccc4c3)o2)c1	-2%	-3%	-10%	1%	-0.7	3%	-15%	10	7%
COc1ccc(-c2c3c(=O)n(C)c(=O)n(C)c3cn2Cc2ccccn2)cc1	1%	-1%	21%	19%	-0.2	-23%	0%	nt	-1%
COc1cc(OC)c(N(C)S(=O)(=O)c2cccc(C(=O)Nc3nnc(C4CC4)s3)c2)cc1Cl	-4%	-3%	9%	-13%	-0.5	-2%	2%	-4	0%
O=C(c1ccc(S(=O)(=O)N2CCCC2)cc1)N1CCN(c2ccccc2F)CC1	-1%	-36%	nt	-11%	-3.2	-2%	16%	-1	6%
NC(=S)NN=C1Cc2cccc3cccc1c23	-7%	-1%	10%	22%	-0.3	-8%	-12%	-6	-6%
Nc1nc(SCC(=O)NCc2ccccc2)n[nH]1	0%	9%	-27%	-3%	0.1	-4%	12%	-1	4%
OC(c1ccccc1)c1ncc(-c2ccc(Oc3ccccc3)cc2)[nH]1 (stereo unspecified)	0%	-4%	20%	-19%	0.4	-10%	-20%	-6	-18%
O=C(Nc1cccn2ncnc12)c1cccc(C(F)(F)F)c1	-6%	0%	-3%	-7%	0.3	-6%	0%	-2	-1%
N#Cc1cc([N+](=O)[O-])c(-n2nnc3ccccc32)c([N+](=O)[O-])c1	8%	-19%	26%	21%	0.7	11µM*	4%	nt	7%
C[C@H]1CN([C@@H](C)CO)C(=O)Cc2cc(NC(=O)C3CC3)ccc2O[C@H]1CN(C)Cc1ccc(Oc2ccccc2)cc1	-6%	-2%	26%	-13%	-2.5	-5%	-28%	3	1%
COc1ccc(/C(CC2OC(=O)c3ccccc32)=N\NC(N)=O)cc1 (stereo unspecified)	1%	-4%	3%	-23%	-3.5	-2%	11%	2	3%
Cc1onc(-c2ccccc2Cl)c1C(=O)N1CCCc2ccccc21	-6%	-6%	9%	-6%	-0.2	-6%	-3%	nt	14%
Cc1c(CCC(=O)NCCC(=O)O)c(=O)oc2c(C)c3oc4c(c3cc12)CCCC4	16%	0%	26%	-15%	-0.7	-15%	-30%	-5	6%
O=C(COc1ccc([N+](=O)[O-])cc1)N(Cc1ccccc1)Cc1ccccc1	-5%	-1%	nt	0%	-0.1	-8%	3%	10	5%
Nc1nc(CN2CCN(Cc3ccc4c(c3)OCO4)CC2)nc(Nc2ccccc2)n1	-3%	0%	17%	-5%	-2.4	-6%	-20%	-2	6%
O=C(CN1CCC(Cc2ccccc2)CC1)NC(=O)NC1CCCCC1	-2%	-13%	4%	8%	-2.0	5%	-9%	7	-1%
CCc1cc2c(=O)c(-c3nc4ccccc4[nH]3)coc2c(CN2CCCCC2)c1O	7%	1%	5%	1%	1.1	-7%	13%	-4	4%
CCC(=O)Nc1cc(-c2nn(C)c(=O)c3ccccc23)ccc1N1CCOCC1	0%	-22%	10%	9%	0.8	-8%	-6%	1	-9%
COc1ccc(NC(=O)C2Cc3c(-c4ccc(NC(C)=O)cc4)ccnc3O2)cc1 (stereo unspecified)	0%	-2%	17%	-15%	0.3	-13%	-5%	-25	-1%
CN1CCN(C(=O)c2cc3c(=O)n4ccccc4nc3s2)CC1	1%	-1%	23%	4%	0.1	1%	3%	-20	-1%
C=CCN1C(=O)C(CC(=O)Nc2ccc(OCCC)cc2)N(CCCN2CCN(Cc3ccccc3)CC2)C1=S (stereo unspecified)	-4%	-14%	?	1%	-5.6	-2%	?	47	1%
CC1CN(C(=S)Nc2cccc([N+](=O)[O-])c2)CC(C)O1 (stereo unspecified)	3%	-1%	3%	-3%	-1.7	-6%	1%	3	14%
CC1CC(C)CN(S(=O)(=O)N2CCC(C(=O)NCCC3=CCCCC3)CC2)C1 (stereo unspecified)	1%	-7%	3%	-5%	-0.7	-8%	-2%	2	7%
COc1ccc(-c2cc(NCCc3ccncc3)n3ncnc3n2)cc1	-8%	-9%	12%	0%	-3.8	-5%	7%	1	9%
COc1c2ccoc2nc2c(OC)c(OCC(OC(C)=O)C(C)(C)O)ccc12 (stereo unspecified)	-2%	4%	-19%	-18%	-2.7	-1%	-1%	-12	-3%
Cc1nn(C(C)C(=O)N2CCc3ccccc3C2)c(=O)c2cc3occc3n12 (stereo unspecified)	-3%	2%	-12%	-1%	-0.5	-9%	-9%	0	7%
O=C(Nc1cc(S(=O)(=O)N2CCOCC2)ccc1N1CCOCC1)c1cccc(Cl)c1	0%	4%	30%	14%	-1.8	-2%	-8%	-6	4%
CNC(=O)c1cc(C(=O)c2ccccc2C(F)(F)F)c[nH]1	-3%	4%	6%	10%	0.4	-1%	0%	-4	5%
CCOc1ccc(S(=O)(=O)Nc2nc3ccccc3nc2Cl)cc1	1%	-11%	-18%	9%	0.3	-9%	?	1	0%
O=C(CSc1nc(=O)n2cc(Cl)ccc2n1)NCCc1ccccc1	4%	-25%	18%	9%	-2.1	-5%	4%	?	-2%

Some of the entries so far, with values under each structure:
Below each compound: aSyn yeast inh	WRN inhibitor	FUS suppressor	Abeta rescue	IL2 activator	PLK1 PBD block	EPAC1 antag	PI5P4Ka inh	EPAC1 agonist
> C[C@H]1CN([C@@H](C)CO)C(=O)Cc2cc(NC(=O)C3CC3)ccc2O[C@H]1CN(C)Cc1ccc(Oc2ccccc2)cc1
 : -6%	-2%	26%	-13%	-2.5	-5%	-28%	3	1%
> COc1ccc(-c2cc(NCCc3ccncc3)n3ncnc3n2)cc1
 : -8%	-9%	12%	0%	-3.8	-5%	7%	1	9%
> Nc1nc(CN2CCN(Cc3ccc4c(c3)OCO4)CC2)nc(Nc2ccccc2)n1
 : -3%	0%	17%	-5%	-2.4	-6%	-20%	-2	6%
